Diaph act CS = activates diaphorase or chemically reduces, flagging diaphorase assay artifacts. activation factor at 20 µM. Diaphorase/resazurin coupled assay, resorufin fluorescence, 16 min; hits give high values; 1 = vehicle wells, 0 = NADH-free wells. actives 0.005% (n = 190,000);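 active = diaphorase activity raised at least twofold by the compound at 20 µM; inactive = activation factor below 2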
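Measured by – red resorufin fluorescence at 544/590 nm excitation/emission · Test system – Clostridium kluyveri diaphorase, purified enzyme · Incubation – reaction time 16 min, room temperature · Buffer or medium – 50 mM HEPES pH 7.4 with 4.542 mM MgCl2, 0.005% Tween 20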
PPARg SRC2 recr = agonists of SRC-2 recruitment by human PPARgamma; activation, % at 8 µM; PPARgamma LBD-SRC-2 recruitment, biochemical; P37231; actives 0.34% (n = 200,000); in the data active = activation above about 22%;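 note: 0% = vehicle and 100% = reference agonist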
Target sequence (P37231 whole entry, looked up, the tested form may be a part): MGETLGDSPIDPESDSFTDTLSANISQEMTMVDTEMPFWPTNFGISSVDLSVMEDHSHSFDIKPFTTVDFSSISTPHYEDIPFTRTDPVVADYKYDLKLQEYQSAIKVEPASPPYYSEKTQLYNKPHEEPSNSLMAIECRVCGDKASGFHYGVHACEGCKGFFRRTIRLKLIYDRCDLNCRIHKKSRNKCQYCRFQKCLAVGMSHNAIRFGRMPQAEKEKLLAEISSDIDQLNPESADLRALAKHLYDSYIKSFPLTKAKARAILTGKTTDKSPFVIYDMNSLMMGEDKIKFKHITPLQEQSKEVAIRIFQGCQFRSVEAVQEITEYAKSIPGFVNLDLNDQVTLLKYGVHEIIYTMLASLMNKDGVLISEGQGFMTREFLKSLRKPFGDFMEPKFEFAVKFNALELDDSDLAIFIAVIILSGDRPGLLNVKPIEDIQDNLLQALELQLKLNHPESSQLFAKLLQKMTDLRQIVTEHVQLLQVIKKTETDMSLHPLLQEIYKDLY
Diaph inh CS = inhibits diaphorase or chemically oxidizes, flagging diaphorase assay artifacts; diaphorase resazurin-to-resorufin fluorescence, NADH, 16 min; bacterial (C. kluyveri) enzyme, not human; inhibition, % at 20 µM; actives 0.69% (n = 190,000); AID 1217;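 active = primary screen inhibition at 20 µM above a set limit, cut at about 50% in these data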;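 note: plate controls were DMSO with full reaction for no effect and wells lacking NADH for full effect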
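material = Clostridium kluyveri diaphorase enzyme | amount = 0.14 U/mL diaphorase, enzyme working solution | schedule = incubation 16 min, room temperature | detection = fluorescence of resorufin formed from resazurin, Ex 544/Em 590 nm | benchmarks = positive control minus NADH, DMSO neutral control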
PMI activator = activators of human phosphomannose isomerase; P34949; purified human PMI, coupled resazurin fluorescence, 20 min; hits give high values; 1 = vehicle control, 0 substrate-free wells; activation factor at 20 µM; actives 0.005% (n = 190,000); AID 1214;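 active = activation factor of 2 or more at 20 µM, relative to plate controls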
SRC2 TRFRET art = flags TR-FRET format artefacts in PPARgamma SRC-2 recruitment agonist screen; TR-FRET ratio at 8 µM; TR-FRET artefact counter-screen; hits give high values; AID 1049; actives 0.4% (n = 200,000); in the data active = TR-FRET ratio above about 2000; note: inactives centre near 1500
PPARg SRC-1 ag = promotes SRC-1 coactivator recruitment by human PPARgamma; PPARgamma-SRC-1 coactivator recruitment biochemical assay; activation, % at 8 µM; P37231; actives 0.41% (n = 200,000); in the data active = activation above about 19%;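 note: 0% = DMSO and 100% = reference agonist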
G6PDH CS = inhibits Leuconostoc G6PDH, flagging false hits in G6PDH-based assays; Purified L. mesenteroides G6PDH, diaphorase/resazurin coupled fluorescence, 45 min; inhibition, % at 5 µM; actives 0.12% (n = 200,000); AID 1020; in the data active = inhibition above about 50%
S1P3 antagonist = blocks the human S1P3 receptor; Q99500; CHO S1P3 NFAT-BLA reporter, FRET fluorescence, antagonist mode; inhibition, % at 4.98 µM; actives 0.27% (n = 170,000); AID 485;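 active = inhibition above the plate cutoff, the mean inhibition of test wells on that plate plus 3 SD, cut at about 28% in these data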;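 note: cells challenged with S1P at its EC80 of 0.8 µM; blue over green emission ratio from cleaved BLA substrate after 4 h stimulation; 0% = S1P-stimulated wells and 100% = unstimulated DMSO-only wells; some compounds past the cut are filed as inactive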
Target sequence (Q99500 whole entry, looked up): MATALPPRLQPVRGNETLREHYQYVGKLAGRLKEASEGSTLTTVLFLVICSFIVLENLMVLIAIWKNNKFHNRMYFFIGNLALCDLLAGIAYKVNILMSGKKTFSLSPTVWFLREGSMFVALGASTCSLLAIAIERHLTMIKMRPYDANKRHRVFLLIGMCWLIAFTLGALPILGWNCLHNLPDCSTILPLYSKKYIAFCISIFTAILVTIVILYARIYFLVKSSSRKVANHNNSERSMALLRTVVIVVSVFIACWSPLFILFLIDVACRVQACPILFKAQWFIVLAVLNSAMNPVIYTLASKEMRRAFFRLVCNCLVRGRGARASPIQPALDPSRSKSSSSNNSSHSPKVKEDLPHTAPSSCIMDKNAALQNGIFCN
PMI act satM6P = increases human PMI activity with near-saturating mannose 6-phosphate. actives 0.34% (n = 190,000). coupled PMI enzyme assay, resazurin fluorescence, 20 min; hits give high values; 1 = untreated enzyme, 0 = substrate-free blank. P34949. activation factor at 20 µM;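 active = activation factor of 2 or more at 20 µM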
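assay system = human phosphomannose isomerase with PGI, G6PDH, diaphorase coupling enzymes | quantity = 15 ng/mL PMI | incubation = enzyme reaction with compound 20 min at room temperature | medium = HEPES pH 7.4 buffer with MgCl2 and Tween-20 | compound dosing = one concentration, 20 µM, in 1% DMSO | measured by = Diaphorase-driven resazurin-to-resorufin fluorescence, excitation 544, emission 590 nm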
PPARg SRC-3 ag = agonists of human PPARgamma SRC-3 coactivator recruitment; P37231; biochemical PPARgamma/SRC-3 coactivator recruitment assay; activation, % at 8 µM; actives 0.26% (n = 200,000); in the data active = activation above about 23%;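 note: 0% = DMSO and 100% = reference agonist; some compounds past the cut are filed as inactive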
ROMK mod = human ROMK K+ channel modulation, primary screen. P48048. Tet-inducible ROMK, thallium flux fluorescence; actives lie on both sides. B-score at 10 µM. actives 2% (n = 130,000);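 active = signal ratio slope over the read window, or its plate-corrected B-score, at least 3 SD from the plate mean, either direction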;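 note: B-score of the F/F0 ratio slope over 7 to 12 s after thallium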
The depositor's hits bear a star; nt = no result given.

SMILES	Diaph act CS	PPARg SRC2 recr	Diaph inh CS	PMI activator	SRC2 TRFRET art	PPARg SRC-1 ag	G6PDH CS	S1P3 antagonist	PMI act satM6P	PPARg SRC-3 ag	ROMK mod
Cc1cccc(NC(=O)Cn2cnc3c(oc4ccccc43)c2=O)c1	1.1	3	-5	1	1500	0	3	-16	1	1	0.0029
CCCCn1c(SCC(N)=O)nnc1-c1ccco1	0.8	4	20	1	1363	5	6	-11	0.9	4	nt
CCOC(=O)N1CCC(N(CCOC)C(=O)Nc2ccc(CC)cc2)CC1	0.8	-7	15	0.9	1454	-3	8	-3	0.9	-4	-0.73
COC1OC(COC(=O)CNC(=O)OC(C)(C)C)C(O)C(O)C1O (centres undefined)	1	6	2	1	1450	-10	-1	-20	1	4	0.13
Cc1ccc(-n2c(C)nc3c(cnn3-c3ccc(F)cc3)c2=O)cc1	0.9	-9	6	1	1403	0	2	-24	1	-5	nt
CC(C)CNC(=O)c1ccc(Cl)c(Cl)c1	0.8	8	18	0.9	1708	4	-16	nt	0.9	4	-0.046
C[C@H](Nc1ncnc2sc3c(c12)CCC3)C(=O)O	0.9	7	7	1.1	1616	3	5	nt	1	8	nt
CCOC(=O)c1[nH]c(C)c(C(=O)Nc2ccc3c(c2)OCCO3)c1C	1.1	2	-10	1.1	1649	6	6	8	1	-4	0.89
COCCCn1cnc2c(c1=O)c1nc3ccccc3nc1n2-c1ccccc1	1	4	-3	1	1435	1	10	-24	1	-4	-0.18
CC1CCc2nc(/C(C#N)=C/c3cccnc3)sc2C1 (centres undefined)	1	12	0	0.9	1819	14	5	10	0.8	6	0.25
Cc1ccc(S(=O)(=O)N(CC(=O)N2CCc3ccccc3C2)c2ccc(Cl)c(Cl)c2)cc1	0.9	10	9	0.8	1528	4	-3	14	0.9	3	0.29
COC(=O)c1ccccc1NC(=O)c1noc2c1CCCC2	0.8	-5	20	0.9	1354	-2	-3	7	0.9	-5	nt
C#CC[N+]1(CC#Cc2cccc(C)c2)CCCCC1	1	4	4	1.1	1854	12	2	-22	1.1	2	-1.6
CCOc1ccc(-n2c(SCC(=O)NCc3ccco3)nc3c(c2=O)SCC3)cc1	0.7	-3	26	0.9	1601	-6	-11	nt	0.9	-1	0.12
Fc1ccc(-n2nnnc2-c2cnc(-c3cccs3)nc2C(F)(F)F)cc1	0.8	4	23	0.8	1538	-4	-1	nt	0.9	8	0.12
COc1ccc2c(c1)CCC/C2=N\OC(=O)c1ccccc1F	0.8	0	18	0.9	1707	11	8	-2	0.8	0	-0.25
CCC(NC(=O)NC1=NCCS1)(C(F)(F)F)C(F)(F)F	0.9	-4	12	1.1	1343	0	4	nt	1.1	2	0.77
CCCNC(=O)CN1C(=O)NC(Cc2c[nH]c3ccccc23)C1=O (centres undefined)	1.2	7	-15	1.2	1484	10	15	-9	1.2	3	0.96
Cc1sc2ncnc(SCc3ccco3)c2c1C	0.8	-5	18	1.1	1375	-7	2	-11	0.9	-2	nt
C1=Nc2c(NCc3ccccc3)ncnc2Oc2ccccc21	0.9	1	7	1	1447	-3	-23	-29	0.9	-4	nt
Cc1cc(N/N=C/c2c(O)ccc3ccccc23)nc(-c2ccccc2O)n1	0.9	-8	15	0.9	1474	-4	-8	-2	0.9	3	-0.35
Cc1ccccc1-c1nc2sc3c(c2c(=O)n1N)CCCC3	0.9	-1	15	0.8	1369	-6	4	nt	0.9	-4	-0.00018
Cc1n[nH]c(C)c1CCN(C)Cc1cn(C)nc1-c1ccccc1F	1	-5	4	1	1663	-6	11	4	1	5	0.14
Cc1sc2nc(-c3ccccc3)oc(=O)c2c1C	1	4	4	1	1523	3	-3	-3	1	2	0.62
Cc1cc(C(F)F)nn1CC(=O)NCc1ccc(Cl)cc1Cl	1.1	-6	-9	1.1	1127	-1	-4	nt	1.1	-9	0.98

Molecules above containing a CF3 group:
SMILES	Diaph act CS	PPARg SRC2 recr	Diaph inh CS	PMI activator	SRC2 TRFRET art	PPARg SRC-1 ag	G6PDH CS	S1P3 antagonist	PMI act satM6P	PPARg SRC-3 ag	ROMK mod
Fc1ccc(-n2nnnc2-c2cnc(-c3cccs3)nc2C(F)(F)F)cc1	0.8	4	23	0.8	1538	-4	-1	nt	0.9	8	0.12
CCC(NC(=O)NC1=NCCS1)(C(F)(F)F)C(F)(F)F	0.9	-4	12	1.1	1343	0	4	nt	1.1	2	0.77

Next part
SMILES	Diaph act CS	PPARg SRC2 recr	Diaph inh CS	PMI activator	SRC2 TRFRET art	PPARg SRC-1 ag	G6PDH CS	S1P3 antagonist	PMI act satM6P	PPARg SRC-3 ag	ROMK mod
O=C(NNC(=S)NCc1ccccc1)c1ccc2c(c1)OCO2	1	-11	-4	0.9	1418	-4	11	-23	1	-4	nt
O=C(c1ccco1)N1CCN(S(=O)(=O)c2ccc(F)cc2)CC1	0.8	12	17	0.9	1630	13	5	5	0.9	8	nt
C=CCc1cccc(/C=N/c2ncccc2O)c1O	0.6	10	40	0.6	1621	0	50	26	0.7	12	nt
CNC(=O)NC(=O)CSc1nnc(-c2ccc(F)cc2)n1CC1CCCO1 (centres undefined)	1	-3	0	1	1722	-1	8	-23	1	1	-0.17
c1cncc(-c2nc3cc4ccccc4cc3[nH]2)c1	0.9	-6	9	0.8	1666	11	7	nt	0.9	10	nt
Cc1nn(C(C)CC(=O)O)c(C)c1Br (centres undefined)	0.9	3	13	1	1380	4	14	nt	1	-1	0.33
CCOC(=O)c1cnc2nc(C(F)(F)F)[nH]n2c1=O	1	3	-3	1.1	1527	-5	3	nt	1.2	-3	0.73
CCn1c(-c2cc(-c3cccc(OC)c3)nc3ccccc23)n[nH]c1=S	0.7	8	32	0.8	1602	7	7	nt	0.9	12	0.074
C=CCOc1cccc(C2/C(=C(/O)c3ccccc3)C(=O)C(=O)N2CCN2CCOCC2)c1 (centres undefined)	0.9	-5	12	1.1	1661	0	2	-15	1.3	-1	0.39
CCSc1nnc(-c2ccc(S(=O)(=O)N3CCOCC3)cc2)n1CC1CCCO1 (centres undefined)	0.9	2	14	1	1429	0	1	-49	1	-3	nt
O=C(CSc1nnc(-c2ccncc2)n1Cc1ccccc1)NC1CCCc2ccccc21 (centres undefined)	0.9	-12	14	0.9	1540	0	7	6	0.9	1	-1.3
CCOc1ccc(OCCN(C)Cc2ccccc2)cc1	0.8	9	20	0.9	1645	2	3	nt	1	2	0.012
CSc1ccccc1NC(=O)c1ccc(CN2CCOCC2)cc1	0.9	1	8	1	1480	-2	-3	8	1	2	1.3
COC(=O)C1C(=O)c2c([nH]c(C(=O)OCCSC)c2C)CC1C (centres undefined)	0.8	6	16	0.9	1689	4	-3	-7	0.9	4	nt
CCOC(=O)Nc1ccc(NC(=O)c2c(OC)cccc2OC)cc1	0.9	0	11	0.9	1610	-1	-3	-14	1	-8	nt
CCOC(=O)Cc1c(C)nc2c(-c3ccccc3)cnn2c1C	0.9	0	6	1	1739	-2	8	7	1	2	0.5
COc1nc(-c2ccccc2)ccc1-c1noc(-c2ccccc2F)n1	1	5	-1	1	1546	14	-6	-9	1.1	0	0.42
CCOc1cc(CNCc2ccccn2)cc(Cl)c1OC	1	1	5	1	1521	3	6	-10	1	2	-0.21
O=Cc1ccc(N2CCCC2)c(F)c1	1	-2	5	1	1305	-2	-2	nt	1.1	-4	-1
COc1ccc(OC)c(Cc2nnc(CCC(=O)N3CCCCCC3)o2)c1	nt	0	nt	nt	1562	1	9	-1	nt	-1	nt
CC1CCN(Cc2ccc(-c3nnn(CC(=O)Nc4ccccc4Cl)n3)cc2)CC1	0.9	-2	12	1	1433	-3	-5	8	1	-2	-0.57
CCOc1ccc(N2C(=O)CC(Sc3nc(CC(C)C)ccc3C#N)C2=O)cc1 (centres undefined)	0.8	0	22	0.9	1285	5	6	-10	0.7	6	0.8
CCOc1ccc(CCNC(=O)COC(=O)c2ccc(OC)c(OC)c2OC)cc1OCC	0.9	5	8	1	1827	7	2	-18	1	7	0.098
S=c1[nH]nc(COc2ccc(Cl)cc2)n1C1CCCCC1	0.9	2	9	1	1616	9	-2	nt	0.9	-2	-1.6
COc1ccc(/C=C/c2c([N+](=O)[O-])c(=O)n(C)c(=O)n2C)cc1OC	0.9	14	6	1	1802	11	-4	nt	1	9	nt

Complete entries as entered above. Order of screens: Diaph act CS, PPARg SRC2 recr, Diaph inh CS, PMI activator, SRC2 TRFRET art, PPARg SRC-1 ag, G6PDH CS, S1P3 antagonist, PMI act satM6P, PPARg SRC-3 ag, ROMK mod
Results for `S=c1[nH]nc(COc2ccc(Cl)cc2)n1C1CCCCC1` : 0.9, 2, 9, 1, 1616, 9, -2, nt, 0.9, -2, -1.6
Results for `c1cncc(-c2nc3cc4ccccc4cc3[nH]2)c1` : 0.9, -6, 9, 0.8, 1666, 11, 7, nt, 0.9, 10, nt

Next section.
SMILES	Diaph act CS	PPARg SRC2 recr	Diaph inh CS	PMI activator	SRC2 TRFRET art	PPARg SRC-1 ag	G6PDH CS	S1P3 antagonist	PMI act satM6P	PPARg SRC-3 ag	ROMK mod
Cc1ccc(NC(=O)C2(N3CCC3=O)CCCCC2)cc1	0.9	1	14	1	1630	-2	12	-12	1.1	4	-5.8e-05
CCN(CC(=O)Nc1cccc(Br)c1)Cc1nc2ccccc2c(=O)[nH]1	0.9	1	10	1	1626	4	8	nt	1.1	8	-2.3
Cc1ccc(-n2c(C)c3c(C)nnc(C)c3c2C)cc1C	0.8	6	17	0.9	1577	2	-6	nt	0.9	1	-0.14
Cc1ccc(OCC(=O)NCc2cccs2)c([N+](=O)[O-])n1	1.1	4	-10	1	1609	-5	4	-11	1.1	-2	-0.077
COc1ccc(CNC(=O)C(c2ccncc2)N(C(=O)Cc2cccs2)c2ccc(C)cc2)cc1 (centres undefined)	0.9	-7	6	1	1423	-3	-2	nt	0.9	-5	nt
COc1cccc(-c2cc(N3C(=O)Nc4ccccc4N3O)n[nH]2)c1	0.9	1	11	1.1	1642	3	10	-1	1	-3	nt
c1ccc2oc(NC3=NCN(CC4CCCO4)CN3)nc2c1 (centres undefined)	0.9	-2	11	1	1440	-5	7	-27	1	-2	nt
CCOC(=O)c1cc(-c2ccc(F)cc2)n(CC(=O)N2CCCC2)c1C	0.9	-11	15	0.9	1518	0	-14	13	1	4	nt
CCC(C(=O)OC)n1cnc2c(nnn2-c2ccc(OC)cc2)c1=O (centres undefined)	0.9	-1	13	0.9	1470	0	6	-18	1	-2	nt
Cc1ccc(C(=O)NCC(=O)N/N=C/c2sccc2C)cc1[N+](=O)[O-]	1	10	-4	1.1	1797	9	6	-6	1	3	0.22
Cc1ccc(C)c(N2CCN(C(=O)c3ccc(Cn4c(=S)[nH]c5ccc(N6CCOCC6)cc5c4=O)cc3)CC2)c1	0.6	17	38	1.3	3479*	26*	-5	1	0.8	28*	-0.26

Compound activity as filed in PubChem.
